Bioassay records deposited in PubChem BioAssay by several laboratories.
SMARCA2 act – increases SMARCA2 function in MMTV reporter cells; MG213 cells, MMTV-luciferase reporter, dexamethasone, overnight; activation, % at 9.1 µM; hit rate 1% among 370,000; AID 652017; in the data active = activation above about 7.8%;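 also: 0% = vehicle wells and 100% = reference activator wells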
hgDAF-12 ag – agonists of H. glycines DAF-12 nuclear receptor; HEK293 GAL4-hgDAF12 UAS-luciferase reporter, agonist luminescence; normalized to butyrate control; activation, % at 6.8 µM; hit rate 1.8% among 370,000;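 active = activation above a cutoff set at the mean of all screened compounds plus 3 SD, cut at about 10% in these data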;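 also: 0% = DMSO wells and 100% = sodium butyrate wells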
PLCb3 inh – blocks human PLC-beta3 enzyme activity | hit rate 0.18% among 370,000 | inhibition, % at 12.2 µM | Purified PLC-beta3, fluorogenic substrate, fluorescence | Q01970; in the data active = inhibition above about 11%;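 also: 0% = median of compound wells on plate and 100% = full blocker control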
Rev-erbA mod – Rev-erb alpha (human) modulation | P20393 | Rev-erbα–FITC-DNA binding, fluorescence polarization, 90 min | activity, % at 10 µM | hit rate 0.79% among 370,000 | AID 1259318;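 active = activity above about 14%, limit read from the data; passing the limit was not always enough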;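 also: 0% = DMSO wells with 35 nM protein and 100% = DMSO wells with 750 nM protein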
hcDAF-12 act – H. contortus DAF-12 activation, primary screen; HEK293 hcDAF-12 lit1-tk-luc reporter, luminescence; 0% DMSO, 100% Δ7-dafachronic acid; activation, % at 6.8 µM; hit rate 1.4% among 370,000; AID 652067;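 active = activation above the mean of all tested compounds plus 3 SD, cut at about 5.5% in these data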;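 also: 100% = response to 3 µM Δ7-dafachronic acid high control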
ssDAF-12 act – activators of S. stercoralis DAF-12 nuclear receptor. HEK293 ssDAF-12/GRIP1 lit1-tk-luc reporter, luminescence; % of 3 µM dafachronic acid response. activation, % at 6.8 µM. hit rate 1% among 370,000. AID 652126;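 active = activation above the mean over all tested compounds plus 3 SD, cut at about 0.9% in these data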;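 also: 0% = DMSO-only wells and 100% = 3 µM delta7-dafachronic acid wells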
DAX1 inh-1 – inhibits human nuclear receptor DAX1; P51843; HEK293 Gal4-DAX1 luciferase reporter, luminescence; inhibition, % at 6.75 µM; hit rate 0.99% among 340,000; AID 504766;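 active = inhibition above the mean over all tested compounds plus 3 SD, cut at about 4.2% in these data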;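 also: 0% = DAX1-transfected cells with DMSO and 100% = empty-vector control cells with DMSO; inhibition shows as a rise in luminescence from relieved DAX1 repression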
Target sequence (P51843 207-470 limits assumed): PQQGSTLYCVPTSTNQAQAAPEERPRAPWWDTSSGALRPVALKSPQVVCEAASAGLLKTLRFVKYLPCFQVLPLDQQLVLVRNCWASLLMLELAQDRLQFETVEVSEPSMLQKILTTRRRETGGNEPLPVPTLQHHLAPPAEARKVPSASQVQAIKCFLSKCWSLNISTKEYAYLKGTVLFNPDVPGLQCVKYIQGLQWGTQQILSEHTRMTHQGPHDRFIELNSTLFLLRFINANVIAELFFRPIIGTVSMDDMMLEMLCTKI
sPLA2-III inh – Blocks human group III sPLA2 activity; hit rate 0.56% among 370,000; inhibition, % at 12.2 µM; QFRET BODIPY PC-A2 liposome hydrolysis, fluorescence; Q9NZ20; AID 743126;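 active = inhibition above mean plus 3 SD of compounds lying within the high and low control bounds, cut at about 19% in these data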;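 also: 0% = median of test compound wells and 100% = no enzyme DMSO wells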
Target sequence (Q9NZ20 whole entry, looked up): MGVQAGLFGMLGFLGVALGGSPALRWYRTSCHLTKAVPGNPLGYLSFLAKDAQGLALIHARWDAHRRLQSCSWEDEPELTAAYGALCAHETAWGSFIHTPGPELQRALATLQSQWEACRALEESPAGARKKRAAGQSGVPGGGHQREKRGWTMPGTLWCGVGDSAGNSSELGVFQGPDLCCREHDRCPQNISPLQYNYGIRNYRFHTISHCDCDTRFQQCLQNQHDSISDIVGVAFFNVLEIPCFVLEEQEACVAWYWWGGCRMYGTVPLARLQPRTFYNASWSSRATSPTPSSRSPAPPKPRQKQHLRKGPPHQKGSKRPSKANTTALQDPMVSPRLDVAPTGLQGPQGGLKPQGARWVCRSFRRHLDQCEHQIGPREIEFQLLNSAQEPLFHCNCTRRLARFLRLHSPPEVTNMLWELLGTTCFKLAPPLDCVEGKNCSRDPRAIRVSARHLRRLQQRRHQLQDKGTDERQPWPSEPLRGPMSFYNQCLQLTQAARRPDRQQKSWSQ
PG9 Ab binder – PG9 antibody binding by small molecule; TR-FRET gp120-PG9 antibody binding; inhibition, % at 6.7 µM; hit rate 0.43% among 360,000; AID 624416; in the data active = inhibition above about 8.5%
GAA850 FXN act – increases GAA850 frataxin promoter reporter activity; activation, % at 6 µM; hit rate 0.56% among 360,000; HEK293 lucGAA850 FXN promoter luciferase reporter, 24 h; percent of 10 µM SAHA response;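 active = activation above the average of all compounds screened plus 3 SD, cutoff fixed separately per campaign, cut at about 7.5% in these data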;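 also: 0% = DMSO wells and 100% = 10 µM SAHA wells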
DAX1 inh-2 – inhibitors of DAX1 repression of SF-1 activated StAR promoter; HEK293T StAR-luciferase reporter, SF-1/DAX-1 repression relief; inhibition, % at 6.8 µM; hit rate 1.1% among 370,000; AID 652010;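 active = inhibition above the mean over all tested compounds plus 3 SD, cut at about 3.6% in these data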;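 also: 0% = DAX-1 cells with DMSO and 100% = cells lacking DAX-1 with DMSO; higher inhibition means more luminescence from relief of DAX-1 repression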
* hit, by the source's call; i = inactive; / = not tested or not shown.

SMILES | SMARCA2 act | hgDAF-12 ag | PLCb3 inh | Rev-erbA mod | hcDAF-12 act | ssDAF-12 act | DAX1 inh-1 | sPLA2-III inh | PG9 Ab binder | GAA850 FXN act | DAX1 inh-2
N#Cc1c(-c2ccccc2)ccnc1N1CCOCC1 | -2 | -0.3 | -170 | -1 | -0.8 | -2.2 | 0.1 | 2 | 0.6 | -0.5 | 0.1
CCOc1ccc(C(=O)NCC(=O)OCC(=O)Nc2ccccc2OCC)cc1 | 1 | 0.8 | 3 | 2 | -0.9 | -1.6 | 0.3 | -4 | -1.1 | 3.8 | -0.2
O=C(CN(C(=O)CNS(=O)(=O)c1ccccc1)C1CCCC1)NCC1CCCO1 (stereo not given) | 2 | 2.8 | 4 | 0 | -2.1 | -0.9 | 1.5 | 7 | 0.2 | 1.0 | -1.0
CCc1cc(=O)oc2c(C)c(OCC(=O)NCc3ccccn3)ccc12 | -1 | -0.9 | -6 | 30* | -1.5 | -0.7 | 0.7 | 1 | 0.0 | -0.7 | -0.3
O=C(OC12CCCN(C1)/C(=C/c1ccc(Cl)cc1)C2)c1cccc(F)c1 (stereo not given) | 0 | 3.6 | -2 | 8 | -1.5 | -0.9 | / | -11 | / | / | -0.8
COc1cccc2c1CCC(NC(C)=O)C2=O (stereo not given) | -2 | -4.1 | -29 | -7 | -1.3 | -0.7 | -2.0 | 3 | 1.3 | -2.6 | 0.5
COCc1ccc(C(=O)N2CCCC(CNC(=O)c3ccc(F)cc3)C2)o1 (stereo not given) | -2 | 2.4 | -6 | -3 | -0.2 | -0.4 | 0.2 | 7 | -1.6 | 0.2 | 0.8
COc1ccc(CN(C(=O)c2cc(=O)c3cc(C)cc(C)c3o2)C2CCS(=O)(=O)C2)cc1 (stereo not given) | -3 | -1.0 | -10 | -1 | -1.4 | -1.6 | -2.0 | -11 | -1.3 | 2.1 | 0.0
CN(Cc1ccccc1)C(=O)c1[nH]cnc1C(=O)NCCCCCNC(=O)OC(C)(C)C | 0 | 1.1 | 4 | 6 | -1.1 | -1.0 | -0.7 | 1 | -0.3 | 0.1 | -0.5
O=C(c1ccc(C(=O)N2CCCc3ccccc32)s1)N1CCCc2ccccc21 | -2 | -2.4 | 0 | 0 | -0.7 | -0.8 | 1.3 | -1 | -0.6 | 1.1 | 0.3
O=C(CCn1c(=O)c2ccccc2n(CC(=O)NC2CCCC2)c1=O)NCCc1ccc(Cl)cc1 | -2 | 0.2 | 0 | -3 | 0.2 | -1.1 | 1.1 | -5 | -1.3 | -0.7 | -0.1
O=C1NC(=O)C2(CCCCCC2)N1 | -2 | -0.2 | 6 | -3 | -1.1 | 0.0 | 0.1 | 1 | -2.4 | -0.1 | 0.8
OCCCNCc1cccc2ccccc12 | 1 | 5.5 | 0 | -7 | 0.7 | -0.9 | 0.4 | 0 | -2.1 | 0.8 | 0.1
O=C(Nc1c(Cl)cccc1Cl)c1cc(=O)n(Cc2ccccc2)c(=O)[nH]1 | -2 | -1.4 | -3 | -5 | -1.2 | -1.5 | -1.5 | 1 | 0.3 | -1.4 | 0.3
Cc1cccc2c(=O)c(C(=O)NCc3cccs3)c[nH]c12 | 4 | 7.5 | -9 | 1 | 1.4 | -0.8 | 0.7 | 1 | -3.5 | 0.7 | 0.3
COCCNC(=O)C(c1ccc(F)cc1)N(Cc1ccccc1)C(=O)CCC(=O)Nc1ccccn1 (stereo not given) | 4 | -2.7 | -1 | 1 | -1.8 | -1.2 | -1.6 | 1 | -1.2 | -0.2 | -0.1
COc1ccccc1-c1csc(Cc2nnc3n2CCCCC3)n1 | 0 | -2.0 | 1 | 2 | -1.1 | -1.4 | -0.1 | -4 | -1.6 | -0.8 | 0.4
O=C(Cc1ccc(S(=O)(=O)N2CCCCC2)s1)Nc1cccc2ccccc12 | 3 | -1.0 | -3 | 4 | -1.2 | -1.1 | -0.8 | -32 | -2.3 | -0.7 | -0.1
C/C(=N\NC(=O)Cc1ccccc1)c1cccnc1 | 0 | 0.5 | -12 | 3 | -1.1 | -0.6 | 2.8 | 7 | 0.5 | 0.6 | 0.9
O=C1c2[nH]nc(-c3ccccc3O)c2C(c2ccc(F)cc2)N1CC1CCCO1 (stereo not given) | -4 | 0.8 | -5 | 1 | 0.3 | -1.6 | 0.5 | -11 | -1.2 | -2.1 | -0.2
NC(=O)c1ccccc1NC(=O)/C=C/C(=O)O | -1 | 8.8 | -232 | -4 | 0.2 | -0.6 | 2.4 | 8 | 1.5 | 2.0 | 0.0
C=CCNC(=S)N1CCN(c2cccc(C(F)(F)F)c2)CC1 | 0 | -2.5 | 2 | 0 | -3.9 | -1.6 | -1.1 | 8 | -0.7 | 0.2 | -0.4
Cc1ccc(C(=O)NNC(=O)c2ccccc2)cc1S(=O)(=O)N1CCCCC1 | 0 | -3.8 | -5 | 5 | 1.4 | -0.8 | 2.5 | 0 | -1.4 | -0.8 | -0.3
COc1ccc(/C=C2\CCCCC2=O)cc1 | 4 | 3.7 | -8 | -4 | -0.5 | -1.3 | -0.4 | -7 | -2.9 | 0.3 | -0.2
OCCOCCNc1ncnc2nc[nH]c12 | -2 | 1.6 | 1 | -7 | -0.8 | -0.9 | 0.7 | -1 | -1.5 | -1.5 | -1.2
CS(=O)(=O)c1ccc(Cl)c(NC(=O)c2cccc(N3C(=O)CCC3=O)c2)c1 | -4 | -2.8 | -6 | -1 | -2.1 | -1.3 | -1.4 | 7 | 0.3 | -1.0 | 1.2
CC(=O)c1cccc(NC(=O)CCS(=O)(=O)c2cccc3nonc23)c1 | -1 | -1.1 | 1 | -3 | 1.4 | -0.6 | -0.9 | -6 | 0.7 | 1.2 | 0.4
CN(Cc1ccncc1)C1CC(=O)N(c2ccc(Cl)cc2)C1=O (stereo not given) | 1 | -0.7 | -6 | -5 | 0.3 | -1.3 | -1.0 | 1 | 0.4 | 0.4 | 0.2
C(=N\n1cnnc1)/c1ccc2c(c1)OCCO2 | 1 | 1.6 | -2 | 7 | -1.1 | -1.5 | -0.4 | 5 | -1.6 | 1.8 | 0.5
C=CCn1c2ccccc2c2nnc(SCC(N)=O)nc21 | 4 | 1.3 | -9 | 2 | 1.5 | 0.1 | 1.7 | 4 | -1.4 | 2.3 | 0.2
Cc1ccc(-c2nc3ccc(Cl)cc3c(=O)n2O)cc1 | 1 | 0.5 | -26 | 2 | 2.5 | 0.6 | 0.6 | -13 | -1.9 | 3.3 | -0.1
C[C@H](CO)N1C[C@H](C)[C@@H](CN(C)C)Oc2c(NC(=O)CCCCCC(=O)Nc3ccccc3N)cccc2C1=O | 0 | 5.3 | -1 | -2 | -0.9 | -1.0 | 1.8 | -1 | 1.0 | -0.2 | 0.3
Cc1ccc(C(=O)c2c3ccccc3[n+]([O-])n2[C@@H](C)C(N)=O)cc1 | 3 | 4.2 | -39 | -1 | 1.7 | 0.3 | 0.2 | 0 | 0.2 | 2.4 | -0.3
COC(=O)c1cc(S(=O)(=O)NC2CCCCC2)cn1C | 1 | -1.8 | -4 | 5 | -1.4 | -1.0 | -0.6 | 2 | -1.0 | 0.0 | -0.1
O=C(O)c1cc(Sc2ccc(Br)cc2)nc2ccccc12 | 0 | -1.1 | -19 | -2 | 0.0 | -1.1 | 1.4 | -3 | 2.4 | 0.4 | -0.8
COc1ccccc1N(C)S(=O)(=O)c1ccc(C(=O)Nc2ccc(C)cc2C)cc1 | -2 | -2.6 | -4 | 4 | -1.1 | -1.0 | -1.8 | -6 | 0.4 | -1.3 | -1.3
Cc1cccc(NS(=O)(=O)c2ccc3c(c2)OCCO3)c1 | -3 | -0.2 | -4 | 8 | -1.5 | -1.8 | 0.5 | -13 | 1.7 | -2.8 | -0.6
Cc1cccc(-c2nc(CS(=O)CC(=O)NCC3CCCO3)c(C)o2)c1 (stereo not given) | 0 | -2.8 | -5 | -3 | -0.2 | -1.1 | -1.6 | 7 | -0.5 | -0.3 | -0.1
CCc1[nH]nc(C(=O)N2CCCC(CO)(Cc3ccc(F)cc3F)C2)c1C (stereo not given) | 2 | -1.2 | -5 | -4 | -0.8 | -1.3 | -0.2 | -7 | -1.9 | 0.1 | 0.8
CCCCNC(=O)C1c2ccccc2OCC(=O)N1Cc1ccc2c(c1)OCO2 (stereo not given) | -3 | -3.8 | 0 | -1 | 3.0 | -0.7 | / | -5 | -0.1 | / | -2.1
O=C(O)c1cc(N=Cc2c(O)c3ccccc3oc2=O)ccc1O | 0 | -0.7 | i | 4 | -1.1 | -0.7 | 1.4 | -4 | 2.5 | 0.9 | -0.3
Cc1ccccc1-c1ccc(C(=O)NCc2ccccc2)o1 | 5 | 2.0 | -3 | 1 | 1.5 | -0.9 | -0.1 | -11 | -2.5 | 1.1 | 0.8
CC(C)c1nc2sc3c(NCc4ccccc4)ncnc3c2c2c1COC(C)(C)C2 | 0 | -0.7 | -1 | 24* | 0.0 | -1.4 | 3.4 | 2 | -0.5 | 0.8 | 0.7
CC(C)CC1=NN(C(=O)c2ccco2)C(O)(C(F)(F)F)C1 (stereo not given) | -5 | 1.4 | -1 | 5 | -0.8 | -0.8 | 0.0 | 7 | 0.2 | 0.1 | 0.1
COc1ccc(CN(CC(=O)NCC2CCCO2)C(=O)CCC(=O)Nc2cc(C)on2)cc1 (stereo not given) | -2 | -0.1 | -33 | -4 | -1.6 | -1.0 | 0.4 | 2 | -1.3 | 1.6 | 0.2
CC(C)CC(=O)N1CCN(c2ccc([N+](=O)[O-])cc2Cl)CC1 | -2 | 3.3 | 6 | -5 | -2.1 | -1.1 | 0.9 | -8 | -1.8 | 0.8 | -1.1
Cc1ccc(CNC(=O)c2cccnc2Cl)cc1 | 0 | 2.1 | 1 | -1 | -0.3 | -0.8 | 1.0 | 1 | -1.1 | 1.9 | -0.3
COc1ccc(-c2ccc3nnc(SCC(=O)NCC4CCCO4)n3n2)cc1 (stereo not given) | -1 | -3.6 | i | -2 | -0.9 | -1.7 | 0.5 | 2 | 0.2 | 0.7 | 0.3
O=C(O)/C=C\C(=O)Nc1cccc(NC(=O)c2ccccc2)c1 | -3 | 1.8 | 2 | -1 | 1.3 | 0.7 | -0.2 | 5 | -1.6 | 4.7 | -0.1
Cc1ccc(NS(=O)(=O)c2cccc([N+](=O)[O-])c2)nc1 | 0 | -1.2 | 1 | 0 | -1.1 | -1.3 | 0.1 | -1 | 1.8 | 1.8 | -0.3
O=C(NCc1ccco1)c1ccc(N2CCCCC2)c([N+](=O)[O-])c1 | -1 | 0.0 | 4 | 0 | -0.8 | -0.7 | 0.9 | -1 | -1.0 | 0.5 | -0.4
COC(=O)c1ccc(CSc2nc3c(c(=O)[nH]2)CCC3)cc1 | -6 | 0.7 | -1 | 3 | -0.3 | -1.6 | / | 12 | 1.4 | 0.9 | 3.7*

DAX1 inh-2: entries above that show a hit
SMILES,SMARCA2 act,PLCb3 inh,Rev-erbA mod,hcDAF-12 act,ssDAF-12 act,DAX1 inh-1,sPLA2-III inh,PG9 Ab binder,DAX1 inh-2
COC(=O)c1ccc(CSc2nc3c(c(=O)[nH]2)CCC3)cc1,-6,-1,3,-0.3,-1.6,/,12,1.4,3.7*
